# From PubChem
# IDE exosite FP: insulin-degrading enzyme (human) exo-site inhibition | AID 1259349 | z-score at 20 µM | purified IDE, FL-6b probe fluorescence polarization; stronger effect = lower value | P14735 | 17,000 tested, 6.3% active;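 active means z-score of -3 or lower, meaning strong loss of probe binding signal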;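 further: His-tagged human IDE residues 42-1019 made in E. coli with 30 nM FL-6b probe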
# Target sequence (P14735 42-1019 limits assumed): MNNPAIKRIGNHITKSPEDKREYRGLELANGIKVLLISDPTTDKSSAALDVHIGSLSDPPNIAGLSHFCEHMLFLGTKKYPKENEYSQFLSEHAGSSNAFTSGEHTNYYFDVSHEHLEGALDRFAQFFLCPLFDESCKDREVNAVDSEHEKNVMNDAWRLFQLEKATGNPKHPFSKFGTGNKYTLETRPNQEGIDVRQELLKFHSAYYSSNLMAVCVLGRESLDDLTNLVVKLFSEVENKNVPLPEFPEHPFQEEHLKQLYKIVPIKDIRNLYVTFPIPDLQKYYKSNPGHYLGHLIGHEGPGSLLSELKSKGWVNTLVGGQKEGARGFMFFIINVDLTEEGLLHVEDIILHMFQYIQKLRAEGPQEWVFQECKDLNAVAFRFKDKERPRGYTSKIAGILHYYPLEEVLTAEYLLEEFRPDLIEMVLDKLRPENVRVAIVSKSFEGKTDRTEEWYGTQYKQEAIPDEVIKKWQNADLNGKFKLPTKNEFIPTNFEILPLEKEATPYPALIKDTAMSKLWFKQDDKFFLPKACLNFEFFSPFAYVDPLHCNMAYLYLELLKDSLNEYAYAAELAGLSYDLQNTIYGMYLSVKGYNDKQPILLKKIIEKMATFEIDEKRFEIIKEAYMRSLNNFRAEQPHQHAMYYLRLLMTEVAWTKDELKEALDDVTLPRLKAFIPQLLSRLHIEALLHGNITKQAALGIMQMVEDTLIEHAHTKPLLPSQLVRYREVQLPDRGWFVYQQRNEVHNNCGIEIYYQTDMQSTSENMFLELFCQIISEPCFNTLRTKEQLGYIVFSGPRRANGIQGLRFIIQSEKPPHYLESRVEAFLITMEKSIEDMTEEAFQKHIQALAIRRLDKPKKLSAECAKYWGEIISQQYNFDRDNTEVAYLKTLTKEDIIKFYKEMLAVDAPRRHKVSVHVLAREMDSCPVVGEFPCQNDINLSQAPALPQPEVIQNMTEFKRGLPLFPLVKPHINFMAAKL
# Starred values were filed as active, the others as inactive; & = joins results of further samples. This is a subset; the hit share may differ from the screen's.
IDE exosite FP	molecule
-8*	Cc1cccc(-c2ccc([C@@H]3[C@H](CO)N4CCCCN(S(=O)(=O)c5cccs5)C[C@@H]34)cc2)c1
0.44	CCS(=O)(=O)NCC[C@H]1CC[C@@H](NS(=O)(=O)c2ccccc2C)[C@H](CO)O1
1.6	CO[C@H]1CN(C)C(=O)c2cc(NC(=O)c3cccc(F)c3)ccc2OC[C@H](C)N(C)C[C@H]1C
-1.1	CCCNC(=O)N1CC(=O)N2[C@@H](CO)[C@@H](c3ccc(C#Cc4ccccc4)cc3)[C@@H]2C1
-0.85	Cc1cccc(-c2ccc([C@H]3[C@@H](CO)N4CCCCN(C(=O)c5cccnc5)C[C@@H]34)cc2)c1
1.9	CC(C)NC(=O)N1[C@H](CO)[C@H]2c3ccccc3NC[C@H]21
2	CCNC(=O)[C@@H]1[C@@H](CO)[C@@H]2Cn3c(ccc(/C=C/c4ccccc4)c3=O)[C@H]1N2C(=O)c1ccncc1
1.3	CCC(=O)NC[C@@H]1[C@@H](c2ccc(C3=CCCC3)cc2)[C@@H](CO)N1CC1CC1

# (listing goes on)
IDE exosite FP	molecule
0.21	COc1cc(CN2CC3(CN(C(=O)Nc4c(C)noc4C)C3)c3c([nH]c4cc(OC)ccc34)[C@H]2CO)cc(OC)c1
-0.74	COc1ccc2c3c(n(C)c2c1)[C@@H](CO)NCC31CCN(Cc2cc(-c3ccccc3)on2)CC1
0.95	N#C[C@H]1[C@@H](c2ccc(C3=CCCC3)cc2)[C@@H](CO)N1C(=O)c1ccccn1
3.9	N#C[C@H]1[C@@H](c2ccc(C#CC3CC3)cc2)[C@@H](CO)N1C(=O)Cc1ccccn1
0.97	CCCNC(=O)C[C@@H]1CC[C@@H]2[C@H](COC[C@H](O)CN2C(=O)c2ccc(F)cc2)O1
0.096	CCN(C[C@H]1[C@H](c2ccc(-c3ccccc3)cc2)[C@H](CO)N1C(C)=O)C(C)=O
-0.39	COC(=O)[C@@H]1[C@@H](CO)[C@@H]2Cn3c(ccc(-c4ccccc4OC)c3=O)[C@@H]2N1C(=O)c1cnccn1
0.73	CC(C)C#Cc1ccc([C@H]2[C@@H](C#N)N(C(=O)CN(C)C)[C@H]2CO)cc1

# Next section:
IDE exosite FP	molecule
-7.5*	CC(=O)N1CCCCN2[C@H](CO)[C@@H](c3ccc(C#Cc4ccccc4F)cc3)[C@@H]2C1
-0.5	COc1ccccc1NC(=O)N1CC(=O)N2[C@H](CO)[C@@H](c3ccc(-c4ccccc4)cc3)[C@H]2C1
3.7	CC(C)C#Cc1ccc([C@H]2[C@H]3CN(C(=O)Cc4cccnc4)CC(=O)N3[C@H]2CO)cc1
-1.1	CC(=O)N1[C@H](CNC(=O)C2CC2)[C@H](c2ccc(-c3ccccc3)cc2)[C@@H]1CO
-12*	Cc1ccccc1-c1ccc([C@H]2[C@@H](CO)N3C(=O)CN(C(=O)c4ccccn4)C[C@@H]23)cc1
0.092	N#C[C@@H]1[C@H](c2ccccc2-c2cccc(F)c2)[C@H](CO)N1C(=O)C1CC1
2.1	CCCNC(=O)N1CC(=O)N2[C@@H](CO)[C@H](c3ccc(C#Cc4ccc(F)cc4)cc3)[C@@H]2C1
1.5	CC(C)C(=O)Nc1ccc2c(c1)C(=O)N(C)[C@H]1CC[C@H](CC(=O)NCCc3ccccc3)O[C@@H]1CO2

# Next part:
IDE exosite FP	molecule
-1.1	CCC(=O)N1C[C@H](O)COC[C@H]2O[C@@H](CC(=O)NCc3ccc(Oc4ccccc4)cc3)CC[C@@H]21
0.92	O=C(C[C@H]1CC[C@@H]2NC[C@H](O)COC[C@H]2O1)NC1Cc2ccccc2C1
-10*	O=C(c1cccnc1)N1CC(=O)N2[C@H](CO)[C@H](c3ccc(/C=C/c4ccccc4)cc3)[C@@H]2C1
-0.31	Cc1ccccc1S(=O)(=O)N1CC(=O)N2[C@H](C1)[C@@H](c1ccc(C#Cc3ccccc3)cc1)[C@@H]2CO
3.4	O=C(C1CC1)N1CCCCN2[C@H](CO)[C@@H](c3ccc(C#CC4CCCC4)cc3)[C@@H]2C1
-0.28	CC(C)CC#Cc1ccc([C@@H]2[C@H]3CN(C(=O)Nc4ccccc4)CCCCN3[C@H]2CO)cc1
0.63	CCc1cnc(N2[C@H](C#N)[C@H](c3ccc(C#CCC4CCCC4)cc3)[C@@H]2CO)s1
3.6	COc1ccc(S(=O)(=O)N2CCCCN3[C@H](C2)[C@H](c2ccc(C#CCC(C)C)cc2)[C@@H]3CO)cc1

# Going on with the list:
IDE exosite FP	molecule
3.7	Cc1cccc(S(=O)(=O)N2CCCCN3[C@H](CO)[C@@H](c4ccc(C#C[C@H](C)O)cc4)[C@H]3C2)c1
-1	C[C@H]1CCCCO[C@@H](CN(C)CC2CC2)[C@@H](C)CN([C@@H](C)CO)C(=O)c2cc(NC(=O)c3ccccc3)ccc2O1
-0.014	COc1cccc(C(=O)Nc2ccc3c(c2)OC[C@@H](C)N(CCc2ccccc2)C[C@@H](C)[C@H](OC)CN(C)C3=O)c1
2	O=C(Nc1ccc(F)cc1)N1CCCCN2[C@H](CO)[C@@H](c3ccc(-c4ccncc4)cc3)[C@@H]2C1
-0.15	COCCNC(=O)C[C@@H]1CC[C@H]2[C@H](COc3ccc(NS(=O)(=O)c4ccc(Cl)cc4)cc3C(=O)N2C)O1
-0.35	COc1ccc(-c2ccc([C@H]3[C@H](C#N)N(C(=O)NC(C)C)[C@H]3CO)cc2)cc1
-5.9*	CCS(=O)(=O)N1CCCCN2[C@@H](CO)[C@H](c3ccc(C#Cc4ccccc4OC)cc3)[C@@H]2C1
0.14	COc1ccc2c3c(n(C)c2c1)[C@H](CO)N(C(=O)c1ccc(F)cc1)CC31CN(C(=O)Nc2ccc(F)cc2)C1

# The list goes on.
IDE exosite FP	molecule
1.6	CO[C@@H]1CN(C)C(=O)c2ccc(NS(=O)(=O)c3ccc(C)cc3)cc2OC[C@H](C)N(C)C[C@@H]1C
-0.19	CO[C@H]1CC[C@H]2CCOc3c(C#N)cccc3C(=O)N(C)CCCC(=O)N(C)C[C@@H]1O2
0.74	CCCN(C)C[C@@H]1OCCCC[C@@H](C)Oc2ccc(NC(=O)CCCN(C)C)cc2C(=O)N([C@H](C)CO)C[C@@H]1C
0.78	O=C(C1CCC1)N1C[C@@H]2[C@H](c3ccccc31)[C@H](CO)N2Cc1ccccc1
1.2	O=C(c1ccncc1)N1CC(=O)N2[C@@H](CO)[C@H](c3ccc(C#CCC4CCCC4)cc3)[C@@H]2C1
1.3	N#Cc1ccc(-c2ccc([C@H]3[C@H](CO)N4C(=O)CN(C(=O)C5CC5)C[C@@H]34)cc2)cc1
1.9	COc1ccc(S(=O)(=O)N2CCCCN3[C@H](CO)[C@@H](c4ccc(C#CC(C)C)cc4)[C@H]3C2)cc1
2.2	Cc1ccc(-c2ccc([C@H]3[C@H](CO)N4CCCCN(S(=O)(=O)c5ccccc5C)C[C@@H]34)cc2)cc1

# Of the compounds above, these contain fluorine:
IDE exosite FP	molecule
1.6	CO[C@H]1CN(C)C(=O)c2cc(NC(=O)c3cccc(F)c3)ccc2OC[C@H](C)N(C)C[C@H]1C
0.97	CCCNC(=O)C[C@@H]1CC[C@@H]2[C@H](COC[C@H](O)CN2C(=O)c2ccc(F)cc2)O1
-7.5*	CC(=O)N1CCCCN2[C@H](CO)[C@@H](c3ccc(C#Cc4ccccc4F)cc3)[C@@H]2C1
0.092	N#C[C@@H]1[C@H](c2ccccc2-c2cccc(F)c2)[C@H](CO)N1C(=O)C1CC1
2.1	CCCNC(=O)N1CC(=O)N2[C@@H](CO)[C@H](c3ccc(C#Cc4ccc(F)cc4)cc3)[C@@H]2C1
2	O=C(Nc1ccc(F)cc1)N1CCCCN2[C@H](CO)[C@@H](c3ccc(-c4ccncc4)cc3)[C@@H]2C1
0.14	COc1ccc2c3c(n(C)c2c1)[C@H](CO)N(C(=O)c1ccc(F)cc1)CC31CN(C(=O)Nc2ccc(F)cc2)C1

# Following part
IDE exosite FP	molecule
1.5	C/C=C/c1ccc([C@@H]2[C@H](CO)N(Cc3ccccn3)[C@H]2CNC(=O)CC)cc1
1.5	O=S(=O)(c1cccc(F)c1)N1CC[C@@H]2[C@H](CO)Nc3ccc(C#Cc4ccccc4F)cc3[C@@H]21
0.23	CO[C@@H](CN(C)Cc1cc(F)ccc1F)[C@H](C)CN(C(=O)Nc1ccc(C(F)(F)F)cc1)[C@H](C)CO
-1.1	CCCNC(=O)N(C)C[C@H]1Oc2ncc(C#CC3CCCCC3)cc2C(=O)N([C@@H](C)CO)C[C@H]1C
3.5	CN(C)C(=O)c1cccc(-c2ccc([C@@H]3[C@H](C#N)N(C(=O)C4CC4)[C@H]3CO)cc2)c1
1.5	CCCC(=O)Nc1ccc2c(c1)OC[C@@H](C)N(S(=O)(=O)c1cn(C)cn1)C[C@@H](C)[C@H](OC)CN(C)C2=O
1.1	CCC(=O)N1[C@H](CO)[C@H](c2ccc(-c3ccccc3)cc2)[C@H]1CNC(=O)C1CC1
2.4	CS(=O)(=O)N1CC(=O)N2[C@H](C1)[C@@H](c1ccc(C#CC3CCCC3)cc1)[C@@H]2CO

# Additional compounds:
IDE exosite FP	molecule
0.38	CCN(C[C@H]1[C@@H](c2ccccc2)[C@H](CO)N1C(=O)COC)S(C)(=O)=O
-1.5	C[C@@H]1CN([C@H](C)CO)C(=O)c2ccccc2-c2ccccc2CO[C@H]1CN(C)C(=O)Nc1ccc(-c2ccccc2)cc1
-2.6	Cc1cccc(-c2ccc([C@H]3[C@H]4CN(C(=O)c5cccnc5)CCCCN4[C@H]3CO)cc2)c1
0.027	C/C=C/c1ccc([C@@H]2[C@@H](CO)N3C(=O)CN(S(=O)(=O)c4cccc(F)c4)C[C@H]23)cc1
-0.86	O=C(CN1CCOCC1)N1CC(=O)N2[C@H](C1)[C@H](c1ccc(C3=CCCCC3)cc1)[C@@H]2CO
0.22	C[C@H](CO)N1C[C@H](C)[C@@H](CN(C)C(=O)C2CCCCC2)OCCCC[C@H](C)Oc2ccc(NS(=O)(=O)c3ccccc3)cc2C1=O
-6.5*	COc1cccc(-c2ccc([C@H]3[C@@H](CO)N4C(=O)CN(C(=O)C5CC5)C[C@@H]34)cc2)c1
-8.7*	O=C(CN1CCOCC1)N1CC(=O)N2[C@H](CO)[C@H](c3ccc(/C=C/c4ccccc4)cc3)[C@@H]2C1

# Other records
IDE exosite FP	molecule
-1.5&-1.6	COc1cccc(S(=O)(=O)N2C[C@@H]3N[C@H](C2)C3c2ccc(-c3cccc(C)c3)cc2)c1 (some centres not stated)
2.3	C/C=C/c1ccc([C@@H]2[C@H]3CN(C(=O)Nc4ccccc4F)CCCCN3[C@H]2CO)cc1
-0.89	CCCC(=O)Nc1ccc2c(c1)OC[C@H](C)NC[C@H](C)[C@H](OC)CN(C)C2=O
0.81	COc1cccc(S(=O)(=O)N2CC[C@@H]3[C@H]2c2cc(C#Cc4cccnc4)ccc2N[C@@H]3CO)c1
-1.2	CCCNC(=O)N1[C@@H]2c3ccc(-c4ccc(OC)cc4)c(=O)n3C[C@H]1[C@H](CO)[C@H]2C(=O)NC1CCC1
-0.21	CCCNC(=O)C[C@@H]1CC[C@@H]2[C@H](COc3ccc(NC(=O)CC)cc3C(=O)N2C)O1
-1.1	N#C[C@@H]1[C@H](c2ccc(-c3cccc(F)c3)cc2)[C@@H](CO)N1C(=O)CN1CCOCC1
-0.86	CN(C)C(=O)c1cccc(-c2cccc(-c3nc(C(=O)N4CCCCC4)cc4c3[C@@H](CCO)N([S@](=O)C(C)(C)C)C4)c2)c1

# (continued)
IDE exosite FP	molecule
1.4	O=S(=O)(c1ccccc1)N1CCCCN2[C@H](CO)[C@H](c3ccc(-c4cncnc4)cc3)[C@@H]2C1
0.47	C[C@@H]1CN([C@H](C)CO)C(=O)Cc2cc(NC(=O)CCC(F)(F)F)ccc2O[C@H]1CN(C)CC1CC1
4.2	CN(C)C(=O)c1cccc(-c2ccc([C@@H]3[C@H]4CN(C(=O)C5CCCCC5)CC(=O)N4[C@H]3CO)cc2)c1
-0.052	COCC#Cc1ccc([C@H]2[C@H](CO)N3C(=O)CN(C(=O)CN4CCOCC4)C[C@@H]23)cc1
4.5	N#C[C@@H]1[C@H](c2ccccc2C2=CCCCC2)[C@@H](CO)N1C(=O)C1CCOCC1
1.5	CN(C)CC(=O)N1[C@H](CO)[C@@H](c2ccccc2)C12CN(C(=O)c1ccc(F)cc1)C2
-3.3*	COCC(=O)Nc1ccc2c(c1)C(=O)N(C)[C@@H]1CC[C@H](CC(=O)NCCCN(C)C)O[C@H]1CO2
0.86	N#C[C@@H]1[C@H](c2ccccc2C2=CCCCC2)[C@H](CO)N1C(=O)NC1CCCC1

# Continued.
IDE exosite FP	molecule
-0.13	Cc1ccccc1S(=O)(=O)N1C[C@H](O)COC[C@@H]2O[C@@H](CC(=O)N3CCCCC3)CC[C@H]21
1.9	NCC[C@H]1CC[C@@H](NC(=O)Cc2ccncc2)[C@H](CO)O1
0.32	OC[C@@H]1[C@@H](c2ccc(-c3ccc(F)cc3)cc2)[C@@H]2CN(Cc3ccccn3)CCCCN12
0.14	CO[C@H]1CN(C)C(=O)c2cc(NS(=O)(=O)CC(F)(F)F)ccc2OC[C@H](C)NC[C@H]1C
1.8	CCCNC(=O)N1C[C@H]2[C@@H](c3ccccc31)[C@@H](CO)N2Cc1cccc(OC)c1
-0.39	C[C@@H]1CN([C@H](C)CO)C(=O)c2ccccc2-c2ccccc2CO[C@H]1CN(C)C(=O)CCC(F)(F)F
0.64	CN(C)C(=O)c1ccc(-c2ccc([C@@H]3[C@@H](CO)N4C(=O)CN(C(=O)C5CCCC5)C[C@@H]34)cc2)cc1
0.23	COc1ccc2c3c(n(C)c2c1)[C@H](CO)N(C(=O)c1ccc(F)cc1)CC31CN(CC2CCOCC2)C1
1.1	C[C@H]1CN([C@@H](C)CO)C(=O)Cc2cc(NS(=O)(=O)c3ccc(F)cc3)ccc2O[C@H]1CN(C)Cc1ccncc1
0.88&0.51	CN(C)C(=O)c1cccc(-c2ccc(C3[C@@H]4CN(Cc5cncnc5)C[C@H]3N4)cc2)c1 (some centres not stated)
